Source: PubChem
14-3-3 PPI: modulators of human 14-3-3 gamma - Raf peptide interaction; FP, 14-3-3gamma / TMR-pS259-Raf peptide binding; AID 422; inhibition, % at 40 µM; 160,000 compounds, 0.19% hits; in the data active = inhibition above about 30%;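 note: 0% = protein plus tracer without compound and 100% = blank with tracer alone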
Target sequence (P61981 whole entry, looked up): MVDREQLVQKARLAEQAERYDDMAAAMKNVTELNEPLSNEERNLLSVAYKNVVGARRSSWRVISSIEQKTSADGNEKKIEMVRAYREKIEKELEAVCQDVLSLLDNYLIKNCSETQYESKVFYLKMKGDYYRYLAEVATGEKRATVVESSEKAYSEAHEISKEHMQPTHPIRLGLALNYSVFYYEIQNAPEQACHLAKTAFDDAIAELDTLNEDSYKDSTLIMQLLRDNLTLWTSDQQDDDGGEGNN
Starred values were filed as active, the others as inactive; & = joins results of further samples. Only part of the results is shown; count on the stated rates, not on these rows.

SMILES	14-3-3 PPI
CC(=O)C(C)Oc1ccc2c3c(c(=O)oc2c1)CCC3 (stereo not drawn)	-1
COc1ccc(C2CC(c3ccc(OC)c(OC)c3)=NN2C(C)=O)cc1 (stereo not drawn)	-6
CCN(CC)CCCNC(=O)c1c(O)c2cccc3c2n(c1=O)CCC3	3
Cc1cc(-c2nnco2)c(C)n1-c1ccccc1	1
COc1ccc(Br)cc1C1SCCN1S(=O)(=O)c1ccc(I)cc1 (stereo not drawn)	7
CCCCn1c(SCC(=O)Nc2cccc(OC)c2)nc2ccc(N3CCOCC3)cc2c1=O	-8
CCCCOc1ccc(C(=O)N=c2sc(C(=O)OCC)c(C)n2C)cc1	-17
Cn1cc(-c2nc3ccccc3[nH]2)c2ccccc21	-2
Cc1cc2cc(CNC(=O)c3ccc4c(c3)OCO4)ccc2n1C	-19
CCC(CC)C(=O)Nc1nnc(SCC(=O)N2CCN(c3ccccc3OC)CC2)s1	4
CCNc1nc(Oc2ccc(=O)n(C)n2)nc(N2CCOCC2)n1	-5
O=C(CCCSc1nc(-c2ccco2)cc(C(F)(F)F)n1)NCc1cccs1	-2
COc1cccc(C2SCC(=O)N2c2ccc(C)c(F)c2)c1OC (stereo not drawn)	4
O=c1cc(-c2ccccc2)nc2nc(-c3ccccc3)[nH]n12	2
CC(C)Cc1n[nH]c(=O)[nH]1	-2
COC(=O)C1=CN(Cc2ccc(F)cc2)C=C(C(=O)OC)C1c1ccc2c(c1)OCO2	8
CCOC(=O)c1cc(Oc2nc(C)nc3sc4c(c23)CCCC4)cc(C(=O)OCC)c1	-17
CCn1c(CNc2ccc(F)cc2)nnc1SCC(=O)Nc1ccc(OC)cc1OC	-1
O=C(CSc1nnc(CCCO)n1-c1ccccc1)Nc1nccs1	1
Cc1cc2nnc(SCC(=O)N(C)C)n2c2ccccc12	-2

Reprinted at random: four entries already listed, in no set order.
SMILES	14-3-3 PPI
COC(=O)C1=CN(Cc2ccc(F)cc2)C=C(C(=O)OC)C1c1ccc2c(c1)OCO2	8
CCN(CC)CCCNC(=O)c1c(O)c2cccc3c2n(c1=O)CCC3	3
Cc1cc(-c2nnco2)c(C)n1-c1ccccc1	1
CC(=O)C(C)Oc1ccc2c3c(c(=O)oc2c1)CCC3 (stereo not drawn)	-1

Three consecutive compounds already listed, for reference:
SMILES	14-3-3 PPI
CCn1c(CNc2ccc(F)cc2)nnc1SCC(=O)Nc1ccc(OC)cc1OC	-1
O=C(CSc1nnc(CCCO)n1-c1ccccc1)Nc1nccs1	1
Cc1cc2nnc(SCC(=O)N(C)C)n2c2ccccc12	-2

(list continues)
SMILES	14-3-3 PPI
Cc1cccc(OCC(=O)Nc2ccc(N3CCN(S(C)(=O)=O)CC3)cc2)c1C	-3
CCOC(=O)c1cnc2c(C)cc(C)cc2c1Nc1cccc2ccccc12	-7
O=C(CNC(=O)C1CCCCC1)NC1=NCCS1	-5&-14
COc1ccccc1Cn1c(=O)c2ccccc2n2c(SCc3csc(C)n3)nnc12	-4
CCCC(=O)Nc1c2c(nn1-c1ccc(F)cc1)CS(=O)C2 (stereo not drawn)	-4
Cc1ccc2nc(N3CCCCC3)nc(-c3ccccc3)c2c1	-11
CC(C)OCCCNC(=O)c1ccc2c(=O)n(Cc3ccc4c(c3)OCO4)c(=S)[nH]c2c1	1
COc1ccc(COC(=O)C2=C(C)NC3=C(C(=O)CC(c4cccs4)C3)C2c2ccc(C)c([N+](=O)[O-])c2)cc1 (stereo not drawn)	-1
CCn1c(C(C)NC(=O)c2cccc(C)c2)nc2ccccc21 (stereo not drawn)	3&-6
O=C(C1CCN(C2CC(=O)N(c3ccc(Cl)cc3)C2=O)CC1)N1CCOCC1 (stereo not drawn)	-1
CCOc1ccc(N=C2NC(=O)C(CC(=O)O)S2)cc1 (stereo not drawn)	-4
Fc1ccc(-c2nc3cnccn3c2NC2CCCC2)cc1	-9
CSc1ccc(CN2CCN(C(=O)c3ccccc3F)CC2)cc1	-9
COc1ccc(OC)c(S(=O)(=O)Nc2cccc(Br)c2)c1	1
Cc1cc(N2CCC3(CC2)OCCO3)n2nc(C)c(-c3ccc(Cl)cc3)c2n1	0
O=C(c1ccc(N2C(=O)C3C4C=CC(C4)C3C2=O)c([N+](=O)[O-])c1)N1CC=C(c2ccccc2)CC1 (stereo not drawn)	-3
OCc1ccnc2c(O)cccc12	-2
CN(Cc1ccco1)C(=O)c1ccc(N2CCCC2=O)cc1	-3&-7
O=C1NC2c3ccccc3C(=O)N2c2c1cnn2-c1ccccc1 (stereo not drawn)	-6
COCc1cc(C)nc(SCC(=O)Nc2ccc(C)c(C)c2)c1C#N	-12&-9
Cc1ccc(-c2nc(CCl)c(C)o2)cc1	4
CCCSC1=C(C#N)C(c2cc(OC)ccc2OC)CC(=O)N1 (stereo not drawn)	-3
COC(=O)C1=C(C)NC(C)=C(C(=O)OC)C1c1cn(-c2ccccc2)nc1-c1ccc([N+](=O)[O-])cc1	-7
CC1CCCCC1NC(=O)c1ccc2c(=O)n(C3CCCC3)c(=S)[nH]c2c1 (stereo not drawn)	11
O=c1cc(-c2ccccc2)nc(-c2ccccc2)o1	-8
COc1cccc(NC(=O)c2c(Oc3ccc(F)cc3)nc(C)c(Cl)c2C)c1	-7
O=C(COC(=O)c1ccc(Br)c([N+](=O)[O-])c1)c1ccc(-c2ccccc2)cc1	-9
COc1ccc(NS(=O)(=O)c2ccc3c(c2)c(=O)n(C)c(=O)n3C)cc1OC	-2
Cc1cc(Cl)ccc1OCC(=O)N1C(C)CCCC1C (stereo not drawn)	7
COc1cc(NC(=O)COc2c(C)ccc(C)c2C)c(OC)cc1Cl	2
N#CC1=C(SCC(=O)NC23CC4CC(CC(C4)C2)C3)NC(=O)C(C#N)C12CCCCC2 (stereo not drawn)	-14
COc1ccc(CN2CCN(C(=O)c3cccs3)CC2)c(OC)c1OC	1
CC(C)(C)NC(=O)Cn1ccc(=N)c2ccccc21	-10
C=C(C)C1CCC(C)OC1c1ccccc1 (stereo not drawn)	-9
O=C(CCCCCn1c(=O)[nH]c2ccsc2c1=O)NC1CCCC1	-6
Cc1ccc(NC(=O)c2oc3ccc(S(=O)(=O)N4CCOCC4)cc3c2C)cc1C	-6&8
CCOC(=O)c1cccnc1SCC(=O)Nc1cccc(Cl)c1C	3
CCC(C)NC(=O)C1CC(=O)N(Cc2ccc(OC)cc2)C1 (stereo not drawn)	2
Cc1nc2ccccc2nc1N1CCC(C)CC1	-5
O=C(Cc1c(C(=O)O)[nH]c2ccccc12)Nc1cccc(Cl)c1	-5

Some of these compounds in order of their number in 14-3-3 PPI, falling:
SMILES	14-3-3 PPI
Cc1cc(Cl)ccc1OCC(=O)N1C(C)CCCC1C (stereo not drawn)	7
COc1ccc(CN2CCN(C(=O)c3cccs3)CC2)c(OC)c1OC	1
O=C(CCCCCn1c(=O)[nH]c2ccsc2c1=O)NC1CCCC1	-6

Additional records
SMILES	14-3-3 PPI
Cc1cccc(-n2c(CCCN3C(=O)c4ccccc4C3=O)nc3ccccc3c2=O)n1	-4
O=C(O)c1nn2c(C(F)(F)F)cc(-c3cccs3)nc2c1Cl	-4
Cc1ccc(S(=O)(=O)N2CCCC2C(=O)Nc2nc3c(s2)CCCC3)cc1 (stereo not drawn)	-5
COc1ccc(C(=O)N=c2sc3c4ccccc4ccc3n2C)cc1OC	2
CCN(Cc1ccccc1)C(=O)CSc1nc(C)cc2c1C(=O)OC2	1
CCOC(=O)CSC(CC)C(=O)Nc1nnc(C(C)C)s1 (stereo not drawn)	-8
CS(=O)(=O)N1CCCC(C(=O)NC2CCCCCC2)C1 (stereo not drawn)	-10
O=C(Nc1cccc(OC(=O)c2ccco2)c1)c1ccco1	-7&0
CCOc1ccc(OCC)c(NC(=O)CSc2nc3c(c(=O)n(C)c(=O)n3C)n2C(C)C)c1	3
CCCCOc1ccc(C(=O)Nc2c3c(nn2C(C)(C)C)CS(=O)C3)cc1 (stereo not drawn)	0
O=c1oc2ccc(Cl)cc2cc1-c1cn(-c2ccc(Br)cc2)c(=S)[nH]1	-45
COc1ccc(-c2cc(C(=O)NC3CCCCC3)c3ccccc3n2)cc1	-2
CCCSc1nnc(NC(=O)Nc2ccc(F)cc2)s1	-3
O=C(O)CCC1CCCCC1=O (stereo not drawn)	3
CC(=O)Nc1cc2c(cc1C(=O)c1ccccc1)OCCO2	-7
CCn1cnc2sc(C(=O)N3CCCC(C)C3)c(C)c2c1=O (stereo not drawn)	0
CCOc1ccc(-n2nc(C(=O)N(C)c3ccc(Cl)cc3)c3ccccc3c2=O)cc1	-5
COc1cccc(CN2C(=O)c3ccccc3Sc3ccc(C(=O)N(C)Cc4ccccc4)cc32)c1	-6
CCOC(=O)C(CC)n1cnc2c(nnn2-c2ccc(C)cc2)c1=O (stereo not drawn)	-3
CCN(CC)c1ccc(C2C(C(=O)OC(C)C)=C(C)NC3=C2C(=O)C(C(=O)OC)C(C)C3)cc1 (stereo not drawn)	-11
CCOC(=O)N1CCN(CC(=O)Nc2ccc(OC)cc2)CC1	2
CCOc1ccc(C2C(C(=O)Nc3ccc(C)cn3)=C(C)NC3=C2C(=O)CC(C)(C)C3)cc1 (stereo not drawn)	-2
CCOC(=O)C1=C(C)NC2=C(C(=O)CCC2)C1c1ccncc1 (stereo not drawn)	-7
Cc1ccccc1C(=O)Nc1ccc(NC(=O)c2ccccc2C)cc1	8
O=C(c1cc(C(=O)N2CCCc3ccccc32)cc([N+](=O)[O-])c1)N1CCCc2ccccc21	-15
CCOC(=O)c1cnc2cc(C(F)(F)F)ccc2c1Nc1cc(Cl)c(OC)cc1OC	-8
O=C(NCc1cccnc1)c1cccc(S(=O)(=O)N2CCCC2)c1	-3
COc1ccc(C(=O)Nc2nc3n(n2)C(c2ccccc2)C=C(C)N3)cc1 (stereo not drawn)	-8
Cc1ccc(C(=O)Nc2c(-c3ccccc3)nc3ccccn23)cc1[N+](=O)[O-]	-6
CCOC(=O)N1CCN(S(=O)(=O)c2ccc(OCC(=O)OC)c(C)c2)CC1	-9
O=C(c1cc2ccccc2o1)N1CCN(c2ccc([N+](=O)[O-])c(N3CCOCC3)c2)CC1	5
CCOc1ccccc1C(=O)Nc1c2c(nn1-c1ccc(C)cc1C)CSC2	-94
CCC(=O)N1CCc2cc(Br)cc(S(=O)(=O)N3CCCC(C(=O)Nc4ccc(Br)cc4C)C3)c21 (stereo not drawn)	-24
O=C(NCCc1ccccc1)C1CCC(Cn2c(=S)[nH]c3ccccc3c2=O)CC1 (stereo not drawn)	3
CCN(CC)CCCNC(=O)c1cn(C)c2ccc(S(=O)(=O)N(C)C)cc2c1=O	-3
OCCN1CCN(C(c2cccs2)c2ccc3cccnc3c2O)CC1 (stereo not drawn)	-3
Cc1ccc2c(c1)C(c1ccc(F)cc1)N(C(=O)c1cccc(F)c1)CC(=O)N2 (stereo not drawn)	3
O=C(O)CCC(NS(=O)(=O)c1ccc(-c2ccccc2)cc1)C(=O)O (stereo not drawn)	-4
CCOC(=O)N1CCC2(CC1)C(C#N)=C(N)Oc1c2c(C)nn1-c1cccc(Cl)c1	-112
CC(C)(CO)N1C(=O)NC2NC(=O)NC21 (stereo not drawn)	-8
CCCCC(C(=O)OCCC)N1C(=O)C2C3c4ccccc4C(c4ccccc43)C2C1=O (stereo not drawn)	-7
C=CCN1CC(O)=C(c2ccccc2)C1=N	0
O=C(O)c1cc(-c2cccs2)nc2cc3c(cc12)OCCO3	-9
CCN(CC(=O)Nc1ccc2c(c1)OCCO2)c1nc(-c2cccnc2)nc2ccccc12	-28
CC1=C(C(=O)OCCc2ccccc2)C(c2cccc(Cl)c2)NC(=O)N1 (stereo not drawn)	0
Cc1ccc(-n2ncc3c(NCc4ccco4)ncnc32)c(C)c1	-4
Cc1nnc(Nc2ccc(Cl)cc2)[nH]c1=O	-6
CCOC(=O)CSC(CC)C(=O)Nc1nnc(CC)s1 (stereo not drawn)	3
N=c1oc2ccc3ccccc3c2cc1C(=O)Nc1cccc(C(F)(F)F)c1	-8
CCCCN(CCCC)c1nc(-c2ccncc2)nc2ccccc12	-9
Cc1cc(C)cc(NC(=O)c2cnn3c(C(F)(F)F)cc(-c4ccco4)nc23)c1	-28
COc1ccc2cc3cc(C(=O)NCCCOC(C)C)sc3nc2c1	-12
O=C(CSc1nc(-c2ccco2)cc(C(F)(F)F)n1)NC1CCCCC1	0
Cc1cc(=O)oc2cc(NS(=O)(=O)c3ccc4[nH]c(=O)sc4c3)ccc12	-6
CCCOc1ccc(S(=O)(=O)n2cc(Br)c(=O)[nH]c2=O)cc1	4&1
O=C1CC(C(=O)N2CCOCC2)C2(CCCC2)O1 (stereo not drawn)	-5
N=C(N)Sc1nc2ccccc2[nH]1	-3
COc1cc(O)c2c(c1)OC(C)(C)CC2=O	-7
COc1ccc(-n2nnnc2SCC(=O)Nc2cccc(C)n2)cc1OC	3
CCCSc1nc2sc3c(c2c(=O)n1CC)CCc1ccccc1-3	-13

Next section, overlapping the part above by 5 compounds.
SMILES	14-3-3 PPI
O=C1CC(C(=O)N2CCOCC2)C2(CCCC2)O1 (stereo not drawn)	-5
N=C(N)Sc1nc2ccccc2[nH]1	-3
COc1cc(O)c2c(c1)OC(C)(C)CC2=O	-7
COc1ccc(-n2nnnc2SCC(=O)Nc2cccc(C)n2)cc1OC	3
CCCSc1nc2sc3c(c2c(=O)n1CC)CCc1ccccc1-3	-13
CC1CC(C)CN(C(=O)CNS(=O)(=O)c2cccs2)C1 (stereo not drawn)	-11
CCOC(=O)c1sc2nc(SCc3cc(F)cc4c3OCOC4)n(Cc3ccccn3)c(=O)c2c1C	-67
Brc1ccc(Nc2nc(-c3ccncc3)nc3ccccc23)cc1	-25
CC(C)c1nnc(NC(=O)CN2CCOCC2)s1	-1
COc1ccc(C)cc1NS(=O)(=O)c1ccc(NC(C)=O)cc1	8
CCOC(=O)c1cc2c(=O)n3ccccc3nc2n(C(C)C)c1=NC(=O)c1ccccc1OCC	-14
CCCCN(CCCNc1ncnc2nc[nH]c12)c1ccccc1	-2
CCN(CC)S(=O)(=O)c1ccc(S(=O)(=O)Nc2cc3c(cc2C(C)=O)OCO3)cc1	-3
CC(=O)c1c(C)cc(C)c(CSc2nnc(-c3ccco3)n2-c2ccccc2)c1C	-7
COc1ccc(C(=O)NCC(=O)OCC(=O)NC(=O)NC2CCCCC2)cc1OC	-1
